# RBBP9 inhibitor – inhibitors of human serine hydrolase RBBP9; O75884; recombinant RBBP9, FP-Rh probe fluorescence polarization; inhibition, % at 7.94 µM; 220,000 tested, 0.2% active; AID 1515;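 active = inhibition above the campaign mean of all tested compounds plus 3 SD, cut at about 14% in these data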;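 also: plate controls were DMSO wells with RBBP9 for no effect and wells lacking RBBP9 protein for full effect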
# Target sequence (O75884 whole entry, looked up): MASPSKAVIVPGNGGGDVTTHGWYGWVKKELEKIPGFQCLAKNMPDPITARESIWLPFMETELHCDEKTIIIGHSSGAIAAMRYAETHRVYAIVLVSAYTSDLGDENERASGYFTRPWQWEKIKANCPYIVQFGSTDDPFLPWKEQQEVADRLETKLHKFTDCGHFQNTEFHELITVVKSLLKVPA
#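 System: RBBP9 protein | Quantity: 2.5 µM RBBP9 dispensing solution, before mixing | Reagent: FP-Rh probe, 375 nM dispensing solution | Timing: Enzyme-compound preincubation 30 min, then probe labeling 45 min, 25 °C | Measured by: Fluorescence polarization | Read-out: % inhibition | Replication: One well per compound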
# BaF3 tox – counter-screen for JAK2V617F inhibitors: parental Ba/F3 viability inhibitors | 220,000 tested, 1.1% active | CellTiter-Glo ATP luminescence | inhibition, % at 5.6 µM;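 active = inhibition above a per-campaign cutoff, the mean inhibition of all tested compounds plus 3 SD, cut at about 27% in these data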;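 also: 0% = DMSO wells and 100% = JAK Inhibitor I control wells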
# PPC-1+TRAIL kill – kills PPC-1 cancer cells in the presence of TRAIL; PPC-1 cells + TRAIL, ATPLite viability luminescence; cell killing (% activity), % at 4 µM; 220,000 tested, 0.41% active;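 active = cell killing above 50% in the first pass at 4 µM, then a duplicate retest at 5 µM averaging 50% or more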;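 also: plate controls were cells with TRAIL plus DMSO for no effect and medium-only wells lacking cells for full effect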
# CHOP inhibitor – inhibitors of CHOP induction in ER stress response; CHO-K1 CHOP-promoter luciferase, tunicamycin-induced, 15-18 h; inhibition, % at 10 µM; 220,000 tested, 3.8% active; AID 2732;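 active = compounds that reduced the stress-induced luciferase reporter signal by more than about 70% of percent inhibition, limit read from the data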;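 also: 0% = tunicamycin plus vehicle and 100% = wells without tunicamycin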
# TRPML3 ag – activates the human TRPML3 channel; Q8TDD5; HEK293 TRPML3-YFP, Fluo-8 calcium fluorescence; 100% = the carbachol control signal; activation, % at 3 µM; 220,000 tested, 0.29% active; AID 1448;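 active = activation above its plate's cutoff, the mean activation of the plate's test wells plus 3 SD, cut at about 12% in these data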;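 also: 0% = DMSO only wells and 100% = carbachol wells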
# Target sequence (Q8TDD5 whole entry, looked up): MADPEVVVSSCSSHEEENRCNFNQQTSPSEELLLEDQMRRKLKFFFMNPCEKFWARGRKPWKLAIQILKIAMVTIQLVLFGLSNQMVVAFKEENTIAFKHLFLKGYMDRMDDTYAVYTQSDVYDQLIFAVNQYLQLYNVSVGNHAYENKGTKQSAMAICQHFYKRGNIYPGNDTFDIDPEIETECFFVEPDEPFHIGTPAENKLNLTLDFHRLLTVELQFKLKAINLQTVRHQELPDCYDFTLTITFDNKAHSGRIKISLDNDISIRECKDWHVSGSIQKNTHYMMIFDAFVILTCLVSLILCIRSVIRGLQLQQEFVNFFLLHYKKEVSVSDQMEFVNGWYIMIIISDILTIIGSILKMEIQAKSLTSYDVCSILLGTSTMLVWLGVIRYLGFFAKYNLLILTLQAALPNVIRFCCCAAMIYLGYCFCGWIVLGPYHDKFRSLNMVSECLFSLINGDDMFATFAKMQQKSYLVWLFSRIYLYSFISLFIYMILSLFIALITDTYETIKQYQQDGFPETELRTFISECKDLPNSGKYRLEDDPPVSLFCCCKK
#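 Test system: HEK293 cells stably carrying human TRPML3-YFP; Doses: single dose, 3 µM final nominal compound, 0.3% DMSO final; Schedule: dye loading 1 h 37 °C then 30 min ambient, 125 s read; Technique: Fluo-8 calcium fluorescence; Benchmarks: high control carbachol 87 µM, low control DMSO.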
# TRPN1 ag – agonists of zebrafish TRPN1 channel | 220,000 tested, 0.18% active | activation, % at 3 µM | HEK293 zebrafish TRPN1-YFP, Fluo-8 calcium fluorescence; 100% = response to 87 µM carbachol;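 active = activation above its plate's cutoff, the mean activation of test wells on that plate plus 3 SD, cut at about 19% in these data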;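 also: 0% = DMSO alone and 100% = 87 µM carbachol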
#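 Material: zebrafish TRPN1-YFP in HEK293 cells; Doses: single test compound dose, 3 µM nominal, 0.3% DMSO; Timing: dye loading 1 h at 37 °C, then 30 min room temperature; Technique: intracellular calcium fluorescence with Fluo-8; Benchmarks: high carbachol 87 µM, low DMSO alone.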
# Ba/F3 V617F tox – lowers viability of Ba/F3 cells expressing EpoR and JAK2V617F; ATP luminescence; inhibition, % at 5.6 µM; 220,000 tested, 1.1% active; AID 1446;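 active = inhibition above the campaign mean plus 3 SD over all tested compounds, cut at about 24% in these data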;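 also: cytokine-independent growth of Ba/F3 cells driven by EpoR plus mutant JAK2; 0% = DMSO-treated cells and 100% = JAK inhibitor I control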
# Wee1 degr inh – human Wee1 degradation inhibition, primary screen; HeLa Luc-Wee1K328M stability, luciferase luminescence; 100% = proteasome inhibitor MG132 effect; reporter increase, % at 5 µM; 220,000 tested, 1.2% active;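 active = activation above the mean of all tested compounds plus 3 SD, set per screening run, cut at about 8.8% in these data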;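 also: cells exposed to compound for 20 h before luminescence read; 0% = DMSO alone and 100% = MG132 at 30 µM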
# TNF necrop inh – TNF-alpha cell death inhibition in Jurkat FADD-/- cells; Jurkat FADD-/- TNF necroptosis rescue, ATP luminescence, 24 h; 0 = TNF only, 100 = no-TNF cells; activation (protection from cell death), % at 10 µM; 220,000 tested, 0.068% active; AID 463075;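 active = activation, meaning protection from cell death, of at least 50% relative to plate controls; inactive = activation below 50%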;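 also: necroptosis triggered by 40 ng/mL TNF-alpha added together with compound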
# * = called active by the depositor; [ ] = remark or other dose.
nr	molecule	PPC-1+TRAIL kill	RBBP9 inhibitor	CHOP inhibitor	TRPML3 ag	BaF3 tox	TRPN1 ag	Ba/F3 V617F tox	Wee1 degr inh	TNF necrop inh
1	Cc1ccc2c(c1)NC(=O)C(CC(=O)NCCCN1CCCCC1C)O2 (centres undefined)	17.6	-1.4	2.9	0.7	5.7	0.3	-1.2	0.3	-1.5
2	OC1(c2ccc(Cl)cc2)CCN(Cc2cn[nH]c2-c2ccc(F)cc2)CC1	10.3	-6.6	3.8	2.3	2.7	0.7	45.2*	-1.3	8.3
3	CCOc1ccccc1Nc1nc(N)nc(CSc2nccc(C)n2)n1	8.1	3.0	21.7	0.2	6.7	-0.7	3.5	-2.1	-1.6
4	COCCNC(=O)C(c1ccc(Cl)cc1)N(C(=O)CCC(=O)Nc1ccccn1)C1CCCC1 (centres undefined)	-13.2	2.9	-4.5	0.5	5.1	-0.5	-1.0	1.2	1.8
5	COc1ccc(NC(=O)CN(C)C(=O)c2ccc(C)s2)cc1	20.3	-8.1	-3.9	0.1	1.1	0.5	-1.1	-2.2	-0.8
6	O=C1C2C3CC(C(Br)C3Br)C2C(=O)N1CC1CCCO1 (centres undefined)	-23.8	-9.2	-0.1	1.8	-3.1	3.3	-3.1	3.5	0.8
7	O=C1C(Cl)=C(N2CCN(Cc3ccccc3)CC2)C(=O)N1c1ccccc1	-5.1	-3.6	54.0	0.2	6.4	2.9	-1.4	1.0	0.2
8	O=C(CSc1nnnn1-c1ccccc1)Nc1nc(-c2ccccc2)ns1	49.1	0.0	86.3*	0.1	-0.1	0.7	-3.8	-1.2	1.4
9	Cc1nn(C(C)C(=O)N2CCc3ccccc3C2)c(=O)c2cc3occc3n12 (centres undefined)	0.8	-5.9	-21.4	0.2	3.4	0.1	-1.1	5.3	0.3
10	CCOc1ccc(/C=N/NC(=O)CSc2n[nH]c(=O)[nH]c2=O)cc1OC	6.5	-8.2	-11.9	1.2	6.8	1.6	1.7	2.7	0.0
11	Cc1onc(-c2ccccc2)c1C(=O)N=C(N)c1ccc(Cl)cc1	-19.3	-2.6	6.4	0.5	-4.2	0.2	-0.1	4.5	-1.0
12	Nc1nnc(SCCN2C(=O)c3ccccc3C2=O)s1	9.2	-2.9	7.0	0.1	2.6	-0.4	-0.9	-1.4	-1.4
13	CCCOc1cccc(C2/C(=C(/O)c3ccccc3)C(=O)C(=O)N2CCN(C)C)c1 (centres undefined)	18.0	2.6	14.4	1.1	4.1	0.1	-2.3	4.0	0.5
14	CN1CCN(Cc2nc(N)nc(Nc3ccc4c(c3)OCCO4)n2)CC1	8.1	9.3	-12.9	-0.5	-1.7	-1.6	-5.5	-0.7	-0.6
15	CCc1ccc(NC(=O)Cn2ncc3c4ccccc4n(C)c3c2=O)cc1	11.5	-9.0	9.8	0.1	0.9	-0.1	-0.2	-1.0	0.3
16	CCN1C/C(=C/c2ccc(N3CCOCC3)cc2)C(=O)/C(=C/c2ccc(N3CCOCC3)cc2)C1	11.8	-8.7	39.3	10.6	7.5	8.9	-0.7	-2.0	-6.1
17	CC(C)CCn1cnc2c(oc3nc4c(cc32)CCCC4)c1=O	10.5	-1.7	15.3	1.6	-0.7	1.4	0.7	0.3	3.9
18	Cc1nn(C(C)C(=O)O)c2ccccc12 (centres undefined)	-24.1	-11.0	-14.8	1.3	1.4	0.8	-2.5	-5.2	-0.8
19	CCC(=O)N1CCc2cc(S(=O)(=O)NC(Cc3ccccc3)C(=O)NC3CCCCC3)ccc21 (centres undefined)	19.7	-8.3	7.9	-0.2	3.0	-1.4	1.2	2.4	0.1
20	CC(=O)c1ccc(N(C)C)c2c(N(C)C)cccc12	-1.7	-2.0	35.2	1.1	5.8	-0.2	2.7	-3.0	-0.3

# CHOP inhibitor, what is marked active above.
no.	structure	RBBP9 inhibitor	CHOP inhibitor	TRPML3 ag	Wee1 degr inh
8	O=C(CSc1nnnn1-c1ccccc1)Nc1nc(-c2ccccc2)ns1	0.0	86.3*	0.1	-1.2

# The listing continues.
nr	molecule	PPC-1+TRAIL kill	RBBP9 inhibitor	CHOP inhibitor	TRPML3 ag	BaF3 tox	TRPN1 ag	Ba/F3 V617F tox	Wee1 degr inh	TNF necrop inh
21	Nc1cccc(-c2nc3ccccc3s2)c1	35.5[5 µM]	-9.2	46.3	0.2	2.7	0.5	0.6	1.7	-3.5
22	N#Cc1cnn(-c2ccc(F)cc2)c1N	21.9	2.8	12.5	0.7	0.9	-0.2	-5.0	-0.7	1.1
23	Cc1csc(NC(=O)C(NS(=O)(=O)c2ccc(Br)s2)c2ccccc2)n1 (centres undefined)	-1.3	-14.6	41.9	-0.3	6.0	-0.6	2.6	-2.3	-0.4
24	Cc1ccc(CC(=O)Nc2ccncc2)cc1	14.8	8.6	22.9	2.9	41.7*	7.7	35.7*	3.5	-7.9
25	NNc1nccc(Nc2ccccc2C(=O)O)n1	10.5	-4.8	-3.4	-0.3	0.8	-0.6	-1.9	0.7	1.2
26	Cc1cc(C(=O)OCC(=O)Nc2cc(C(F)(F)F)ccc2N2CCOCC2)c(C)o1	-13.1	-13.2	7.7	-0.5	5.6	-0.4	6.5	-1.6	2.2
27	Cc1c(NC(=O)c2cc(-c3ccc(O)cc3)on2)c(=O)n(-c2ccccc2)n1C	-9.1	0.9	30.7	0.2	-1.5	2.0	-0.9	1.8	1.3
28	CCOc1nc2ccccc2nc1NS(=O)(=O)c1ccccc1	6.2	3.3	-3.2	0.9	-0.1	0.0	-4.0	-0.8	0.8
29	CCOC(=O)CCC(=O)N1CCOCCOCCN(C(=O)CCC(=O)OCC)CCOCC1	-17.7	4.4	4.8	0.6	2.8	0.3	-1.2	1.8	0.0
30	Cc1ccn2c(Nc3ccccc3C)c(-c3cccnc3)nc2c1	1.8	3.7	14.5	-0.7	7.3	-0.6	0.4	-0.8	-4.1
31	Cc1ccccc1NC(=O)Cn1c(C)nc2ccc(N)cc2c1=O	-17.2	-2.7	-1.0	0.4	5.0	-0.4	-2.1	0.4	-0.1
32	O=C(COC(=O)c1ccccc1)NCC1CCCO1 (centres undefined)	9.2	-3.6	-1.7	0.8	7.1	1.1	-0.4	2.9	-2.5
33	Cc1ccc(N/C(=N/S(=O)(=O)c2cccs2)c2ccccc2)c(C)c1	0.6	-7.2	21.7	-1.1	5.9	0.4	-0.5	1.7	-5.3
34	COc1ccc(-n2nc([N+](=O)[O-])c(=NC3CCN(Cc4ccccc4)CC3)n2O)cc1	-1.2	2.7	5.1	0.8	10.0	-1.5	2.1	3.5	1.1
35	O=C(NC(=S)Nc1ccc(S(=O)(=O)Nc2ccccc2)cc1)C1CC1	9.8	-11.0	9.5	1.5	12.0	6.4	5.7	1.2	1.3
36	Cc1ccc(N=C2SC(C(=O)NCCc3ccccc3)CC(=O)N2C)cc1C (centres undefined)	0.9	-7.3	24.2	0.4	8.3	-0.3	4.5	-0.5	-0.7
37	Cc1ccc2c(c1)N=C(c1ccc(Cl)cc1)CO2	3.8	-15.4	70.8*	1.8	7.8	0.1	2.5	-0.5	-1.1
38	O=C1C2C3C=CC(C3)C2C(=O)N1c1nccs1 (centres undefined)	-18.9	1.6	-7.8	0.7	4.0	0.4	-3.5	-0.1	-1.0
39	Cc1n[nH]c(C)c1CCC(=O)N/N=C/c1c[nH]c2ccccc12	5.8	-8.3	-1.0	-0.2	-0.2	1.4	4.0	2.2	3.3
40	COc1ccccc1-n1c(CNC(=O)COc2ccccc2)n[nH]c1=S	26.3	-2.2	22.6	0.9	0.0	-0.4	-4.5	0.2	-0.4

# Grouped by structure, those above containing fluorine.
nr	molecule	PPC-1+TRAIL kill	RBBP9 inhibitor	CHOP inhibitor	TRPML3 ag	BaF3 tox	TRPN1 ag	Ba/F3 V617F tox	Wee1 degr inh	TNF necrop inh
2	OC1(c2ccc(Cl)cc2)CCN(Cc2cn[nH]c2-c2ccc(F)cc2)CC1	10.3	-6.6	3.8	2.3	2.7	0.7	45.2*	-1.3	8.3
22	N#Cc1cnn(-c2ccc(F)cc2)c1N	21.9	2.8	12.5	0.7	0.9	-0.2	-5.0	-0.7	1.1
26	Cc1cc(C(=O)OCC(=O)Nc2cc(C(F)(F)F)ccc2N2CCOCC2)c(C)o1	-13.1	-13.2	7.7	-0.5	5.6	-0.4	6.5	-1.6	2.2

# Remaining list, next part.
nr	molecule	PPC-1+TRAIL kill	RBBP9 inhibitor	CHOP inhibitor	TRPML3 ag	BaF3 tox	TRPN1 ag	Ba/F3 V617F tox	Wee1 degr inh	TNF necrop inh
41	Cc1cc(C)nc(Nc2n[nH]c(-c3ccccc3Br)n2)n1	22.9	-4.3	-23.3	0.6	2.4	-1.0	1.0	-3.4	-3.4
42	COc1ccc(S(=O)(=O)NC2CC3CCC2C3)cc1Cl (centres undefined)	13.7	-0.8	46.0	0.6	3.7	-0.2	-3.7	-0.5	8.8
43	O=C(CCCSc1nc2ccccc2[nH]1)N1CCN(c2ccccc2)CC1	-0.7	-9.5	-5.4	0.1	2.7	-0.2	-0.6	-3.6	-4.0
44	O=C(CN1CCN(Cc2ccccc2)CC1)Nc1ccc(Cl)cn1	0.1	5.6	36.5	0.4	-1.1	1.9	-2.6	0.4	0.0
45	Cc1cc(C)c2cc(CN(CCO)C(=O)NC3CCCCC3)c(=O)[nH]c2c1	-8.8	0.6	27.5	-0.8	1.5	-0.5	-3.2	-0.1	-3.0
46	Cc1c(C(=O)OCCOc2ccc(Br)cc2)sc(=S)n1C	16.0	2.6	10.9	0.7	-1.8	-0.2	-3.8	-1.8	1.4
47	COC(=O)CNC(=O)Cn1cnc2sc(C)c(S(=O)(=O)N3CCC(C)CC3)c2c1=O	42.2	-7.1	-13.8	0.3	4.2	0.6	5.8	-1.7	-1.5
48	CCc1ccc(/C=N/NC(=O)c2cc(-c3ccncc3)nc3ccccc23)s1	4.6	-2.9	31.9	0.5	6.5	0.6	-4.1	1.3	-7.5
49	Cc1cc(C)c(NC(=O)C(=O)NCc2ccco2)c(C)c1	12.8	-3.0	-7.6	-1.0	8.0	-2.5	0.1	7.6	-1.4
50	CC(C)C(=O)Nc1nnc(CCN2CCCCC2)s1	2.2	-5.2	-12.3	0.7	1.6	-0.6	-4.8	2.1	1.2

# Only PPC-1+TRAIL kill, for some of the entries so far:
cpd | SMILES | PPC-1+TRAIL kill
46 | Cc1c(C(=O)OCCOc2ccc(Br)cc2)sc(=S)n1C | 16.0
50 | CC(C)C(=O)Nc1nnc(CCN2CCCCC2)s1 | 2.2

# Compound activity: PubChem, several laboratories
